Source: PubChem BioAssay (The Scripps Research Institute Molecular Screening Center)
DDE Tn6 FP inh: DD(E)-Tn6 binding inhibition, primary FP screen. Fibrin DD(E) TRITC-Tn6 fluorescence polarization displacement. inhibition, % at 8.3 µM. hit rate 0.21% among 370,000. P02675. AID 720509;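 active = inhibition above a per-campaign cutoff: mean of compounds within control limits plus 3 SD, cut at about 15% in these data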;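 also: 0% = median of all compound wells on the plate and 100% = blocking peptide control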
ARFGAP1 inhibitor: inhibitors of rat ARFGAP1; Q62848; Arfgap1-stimulated ARF1 GTP hydrolysis, GDP FP detection; inhibition, % at 16.5 µM; hit rate 0.26% among 360,000; AID 651572;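 active = inhibition above a per-plate limit, mean inhibition of low control wells plus 3 SD, cut at about 25% in these data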;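 also: 0% = DMSO wells with enzyme and 100% = wells lacking Arfgap1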
Target sequence (Q62848 1-136 limits assumed): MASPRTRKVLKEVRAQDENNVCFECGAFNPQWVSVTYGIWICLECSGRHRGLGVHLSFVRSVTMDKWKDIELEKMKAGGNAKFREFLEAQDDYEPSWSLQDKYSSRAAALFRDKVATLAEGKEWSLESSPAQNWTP
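Assay system: Rat Arfgap1 GAP domain (His6, aa 1-136), purified enzyme | Buffer or medium: HEPES 25 mM pH 7.5, NaCl 150 mM, MgCl2, DTT | Schedule: GTP hydrolysis reaction 2 h at 25 °C | Signal: FP of antibody-bound GDP Alexa 633 tracer, ex 620/em 688 nm | Measure: Percent inhibition of Arfgap1-stimulated GTP hydrolysis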
PLCg1 inh: inhibitors of human phospholipase C gamma1; purified PLC-gamma1, fluorogenic substrate, fluorescence; AID 720700; inhibition, % at 12.2 µM; P19174; hit rate 0.84% among 370,000; in the data active = inhibition above about 9.5%
ADAM10 inh: inhibitors of human ADAM10; recombinant ADAM10, EDANS/DABCYL FRET peptide cleavage, 3 h; inhibition, % at 7 µM; hit rate 0.62% among 370,000; AID 720582;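 active = inhibition above a per-campaign cutoff equal to the mean of compounds falling between control-based bounds plus 3 SD, cut at about 20% in these data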;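 also: 0% = DMSO wells while the 100% control is not disclosed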
TDP2 inh: blocks human TDP2 phosphodiesterase activity; recombinant TDP2, T5PNP hydrolysis, p-nitrophenol absorbance 415 nm; inhibition, % at 12.8 µM; hit rate 0.34% among 370,000; AID 720702;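 active = inhibition above the mean of all tested compounds plus 3 SD, set per campaign, cut at about 25% in these data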;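 also: 0% = DMSO with enzyme and 100% = buffer with substrate but no TDP2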
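System – recombinant human TDP2 · Quantity – TDP2 enzyme at 120 nM final · Doses – single concentration, 12.8 µM nominal, with 1% DMSO · Incubation – 2 h at 37 °C · Measured by – epi absorbance of p-nitrophenol freed from T5PNP by hydrolysis · Read-out – % inhibition relative to enzyme-containing and enzyme-free wells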
proKLK7 act: activators of human kallikrein-7 zymogen; P49862; purified proKLK7, EDANS-DABCYL substrate fluorescence; 100% is mature enzyme control, 0% vehicle; hit rate 0.9% among 370,000; activation, % at 7 µM;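 active = activation above the mean of all tested compounds plus 3 SD, computed per campaign excluding outliers beyond control limits, cut at about 13% in these data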
Target sequence (P49862 whole entry, looked up): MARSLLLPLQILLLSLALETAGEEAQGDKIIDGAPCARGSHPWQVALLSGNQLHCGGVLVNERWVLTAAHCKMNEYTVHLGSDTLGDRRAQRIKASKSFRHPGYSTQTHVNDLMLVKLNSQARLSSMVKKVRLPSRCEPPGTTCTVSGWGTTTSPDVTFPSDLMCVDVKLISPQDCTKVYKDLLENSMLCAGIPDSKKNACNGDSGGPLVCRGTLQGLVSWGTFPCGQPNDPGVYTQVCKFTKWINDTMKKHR
ADAM17 inh: inhibits human ADAM17; P78536; recombinant ADAM17, EDANS/DABCYL FRET peptide cleavage; hit rate 0.83% among 370,000; inhibition, % at 6.95 µM;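 active = inhibition above the mean of compounds lying between control limits plus 3 SD, set per campaign, cut at about 8.5% in these data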;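 also: 0% = DMSO-only wells as the low control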
Target sequence (P78536 215-824 limits assumed): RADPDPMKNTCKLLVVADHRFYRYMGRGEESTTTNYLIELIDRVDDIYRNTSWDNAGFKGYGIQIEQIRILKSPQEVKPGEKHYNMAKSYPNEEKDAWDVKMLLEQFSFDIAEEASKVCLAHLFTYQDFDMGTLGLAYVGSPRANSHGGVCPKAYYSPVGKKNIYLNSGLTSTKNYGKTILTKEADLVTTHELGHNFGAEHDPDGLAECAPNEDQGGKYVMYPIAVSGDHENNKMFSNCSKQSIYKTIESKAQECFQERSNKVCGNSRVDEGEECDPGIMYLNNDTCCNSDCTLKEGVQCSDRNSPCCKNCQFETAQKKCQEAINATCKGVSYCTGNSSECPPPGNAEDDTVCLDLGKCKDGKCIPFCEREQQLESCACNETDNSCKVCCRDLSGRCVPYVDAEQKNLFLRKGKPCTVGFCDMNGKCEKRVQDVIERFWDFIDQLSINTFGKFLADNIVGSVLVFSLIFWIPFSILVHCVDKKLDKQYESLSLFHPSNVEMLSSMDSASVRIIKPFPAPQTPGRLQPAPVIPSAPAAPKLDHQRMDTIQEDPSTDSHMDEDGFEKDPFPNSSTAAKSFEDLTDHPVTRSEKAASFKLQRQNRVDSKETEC
ASAP1 GAP inh: inhibitors of human ASAP1 ArfGAP activity. inhibition, % at 16.5 µM. ASAP1-stimulated ARF1 GTP hydrolysis, GDP FP detection. Q9ULH1. hit rate 0.19% among 360,000; in the data active = inhibition above about 25%;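 also: 0% = vehicle with enzyme and substrate and 100% = no enzyme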
LEDGF integ inh: blocks HIV-1 LEDGF/p75-dependent DNA integration | TR-FRET IN-LEDGF/p75 DNA integration, Eu/Cy5 | inhibition, % at 3.7 µM | hit rate 0.64% among 370,000 | AID 743269;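 active = inhibition above the screen-wide mean plus 3 SD, cut at about 13% in these data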;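 also: signal is the Cy5 over europium emission ratio at 671 and 618 nm; 0% = plate median of compound wells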
Tn7 DDE FP: inhibitors of Tn7 peptide binding to human fibrin DD(E); P02675; FP displacement of FITC-Tn7 peptide from fibrin DD(E); 0% = median of compound wells per plate; inhibition, % at 8.3 µM; hit rate 0.13% among 370,000; AID 720508;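 active = inhibition above the mean of compounds falling within the control limits plus 3 SD of them, cut at about 14% in these data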;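 also: 0% = plate median of compound wells and 100% = 10 µM Aha-Tn7 peptide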
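Also added: labelled Tn7 tracer, 0.1 µM; Assay system: human fibrin DD(E) protein; Amount: 2 µM fibrin DD(E); Schedule: 10 min compound pre-incubation, 3 h probe incubation at room temperature; Repeats: one replicate per compound; Read-out basis: percent inhibition; Measured by: fluorescence polarization of the labelled Tn7 tracer.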
Numbers without * were called inactive; i = inactive; . = not tested or not shown.

DDE Tn6 FP inh,ARFGAP1 inhibitor,PLCg1 inh,ADAM10 inh,TDP2 inh,proKLK7 act,ADAM17 inh,ASAP1 GAP inh,LEDGF integ inh,Tn7 DDE FP,compound
6,2,1,0,-10,-0.3,1,-6,-2,-3,Cn1cnnc1SCCOc1ccc(Cl)cc1
-8,13,-3,3,14,0.1,-2,4,-1,3,COc1ccc(NC(=O)N(C)C[C@H]2Oc3c(NC(=O)Cc4ccccc4)cccc3C(=O)N([C@H](C)CO)C[C@@H]2C)cc1
0,4,0,12,-4,-0.6,1,10,7,2,Cc1ccc(N2C(=O)C3N=NN(CC(=O)N4N=C(c5ccccc5)CC4c4ccccc4)C3C2=O)cc1 (configuration not stated)
5,-7,1,-2,-11,0.0,-1,-13,-1,1,CC1=NN(C(N)=S)C(=O)C1N=Nc1cccc([N+](=O)[O-])c1 (configuration not stated)
2,-12,1,0,13,0.4,0,1,1,7,O=C(NCc1ccccc1)C(c1ccccc1)N(C(=O)c1csnn1)c1ccccc1 (configuration not stated)
-6,14,-29,-89,-6,0.8,-24,-4,4,-8,COC(=O)c1cc(C(=O)OC)cc(-n2c(C)cc(C(=O)COC(=O)CNS(=O)(=O)c3ccc(C)cc3)c2C)c1
0,-3,1,11,-3,0.8,4,-1,4,5,CCN1C(=O)[C@H]2[C@H]3CN=C(SCc4ccc(C#N)cc4)N3[C@@](Cc3ccccc3)(C(=O)OC)[C@H]2C1=O
4,3,-2,-12,-4,0.7,-5,7,2,-1,CC(c1ccccc1F)n1cc(C(=O)NCCc2ccco2)nn1 (configuration not stated)
-6,-5,4,1,-3,-0.2,2,1,1,-4,NC(=O)CN1CCN(C(=O)NC2CCCCC2)CC1
-1,11,1,-33,5,-0.1,-10,10,1,-4,O=C(O)CCn1c(-c2ccccn2)nc2ccccc21
-5,0,7,8,-5,1.4,4,15,2,-6,Cc1ccc(C(=O)N2C(=O)C(c3ccccc3)Oc3ccccc32)cc1 (configuration not stated)
1,-3,3,-6,-3,1.1,0,5,5,0,O=C(NCc1ccc2c(c1)OCO2)C1CCCN(C(=O)c2ccc(Cl)cc2)C1 (configuration not stated)
0,3,1,-4,4,-0.1,-2,-16,3,-8,Cc1ccc(N(C(C)C(=O)N2CCCCC2)S(C)(=O)=O)cc1C (configuration not stated)
-2,5,-88,i,6,8.6,-311,0,-3,2,Cc1ccc(CNC(=O)CN(C(=O)C2(C)CC(=O)N=C3C=CC=CN32)c2ccccc2)cc1 (configuration not stated)
-1,0,4,5,15,0.1,1,0,5,-3,CCCCCC(=O)NC(CC(=O)OC)c1ccc2c(c1)OCO2 (configuration not stated)
-2,13,6,33*,2,0.6,13*,17,1,-4,COc1ccc(-c2cc(C3CCN(c4ccc(C(C)=O)cc4[N+](=O)[O-])CC3)[nH]n2)cc1
2,-10,-301,-201,-8,0.2,-56,-9,4,-8,CNc1nc(-c2ccc(S(=O)(=O)N3CCCCC3)cc2)cs1
-1,6,-34,-3,16,-1.9,-4,9,5,-4,CC(=O)[C@H]1[C@@H]2C(=O)N(c3cccc(Cl)c3)C(=O)[C@@H]2[C@H]2c3ccccc3C=CN21
3,1,0,-5,4,0.4,-2,-4,-6,-2,c1ccc(-c2noc(-c3ccc4c(c3)OCO4)n2)cc1
2,7,1,0,-8,-0.1,5,7,-3,-3,CC(C)C(=O)Nc1nnc(Cc2ccccc2)s1
-2,-2,0,1,0,-0.7,-4,0,-1,-2,CC(=O)N1c2ccccc2C(=O)OC1c1cccnc1 (configuration not stated)
7,0,2,11,-4,-0.1,-3,-2,4,-2,Cc1ccnc(NC2(C(F)(F)F)N=C3SCCN3C2=O)c1 (configuration not stated)
4,5,1,8,3,0.3,1,0,4,-3,O=C(CN(c1ccc([N+](=O)[O-])cc1)S(=O)(=O)c1ccccc1)N1CCCCC1
-5,5,-9,9,5,0.3,-6,9,2,1,Cc1cc(Cl)n2ncc(-c3ccccc3)c2n1
-3,-1,0,1,11,-0.1,-4,9,-2,11,COc1ccc(N2CCN(C(=O)c3cc4ccccc4o3)CC2)cc1

Remaining list, next part.
DDE Tn6 FP inh,ARFGAP1 inhibitor,PLCg1 inh,ADAM10 inh,TDP2 inh,proKLK7 act,ADAM17 inh,ASAP1 GAP inh,LEDGF integ inh,Tn7 DDE FP,compound
0,3,3,0,3,-0.4,-1,3,-2,-3,COc1cc(C2C3=C(CC(C)(C)CC3=O)N(C)C(=O)N2C)cc(OC)c1OC (configuration not stated)
-1,17,-2,-3,-3,0.0,-2,13,2,-10,Cn1c(N)c(C#N)c(-c2ccccc2)c(C#N)c1=O
-2,9,1,5,-8,-0.5,-1,0,6,-3,O=C(c1cn(-c2ccccc2)nc1-c1cccnc1)N1CCN(S(=O)(=O)c2ccccc2F)CC1
6,-1,-6,-8,-5,-0.6,-3,2,-3,7,Nc1[nH]c(C(=O)c2ccccc2)c(-c2c(F)cccc2F)c1C(=O)c1ccc(Cl)c(Cl)c1
-1,6,i,i,-3,-2.5,i,-2,0,3,CCC1(C)Cc2ccccc2-c2nc(NCCCO)n(C)c(=O)c21 (configuration not stated)
-7,-1,4,5,-4,-0.1,0,7,1,0,O=C(CSc1ccc(-c2ccc(F)cc2)nn1)N1CCN(c2ccccc2)CC1
-10,4,2,6,7,-0.2,0,-15,2,-6,O=C1[C@H]2[C@@H](c3ccccc3)N[C@]3(CCCN(Cc4ccccc4)C3=O)[C@H]2C(=O)N1Cc1ccccc1
-5,5,3,-3,9,-0.9,-2,1,1,5,Cc1ccc2[nH]c3nc(SCC#N)nnc3c2c1
-7,7,9.6*,1,-11,-0.9,-5,-2,-6,-3,O=C(N/C(=C\c1ccccc1)C(=O)N1CCCCCC1)c1ccccc1
-1,10,0,-11,-8,-0.3,-5,9,1,-8,COc1ccc(C(=O)NCC(=O)N/N=C/c2cccc(OC(=O)c3ccco3)c2)cc1OC
7,-1,-1,4,6,0.3,-5,3,5,5,Cc1nn(C)c(C)c1CN(C)C(=O)c1cnn2c1NC(c1ccccc1)CC2C(F)(F)F (configuration not stated)
3,5,0,-7,6,-0.2,-3,0,1,-7,Cc1ccnc(NC(=O)CCC(=O)N(CC(=O)NCc2ccc(F)cc2)c2cccc(F)c2)c1
5,6,1,-2,9,-0.3,0,-6,5,-5,CCNc1nc2c(c(=O)[nH]c(=O)n2C)n1CC(C)C
0,-8,4,-5,-3,0.0,1,12,1,-6,CC(C)(C)[C@H](N)C(=O)N[C@H]1CCC2C3CC=C4C[C@@H](O)CC[C@]4(C)C3CC[C@@]21C (some centres not stated)
4,-7,2,3,9,-0.8,2,0,2,-4,Fc1ccccc1/C=N/n1cnnc1
2,4,2,2,5,-0.2,1,-3,5,-6,Nc1nnc(SCC(=O)N2CCN(c3cccc(Cl)c3)CC2)n1-c1ccccc1
5,-9,-2,4,11,1.9,-2,10,-1,-2,COc1ccc(NC(=O)c2sc3ncn(CC(=O)N4CCN(c5ccccn5)CC4)c(=O)c3c2C)cc1OC
-6,-2,6,-3,-2,0.2,-2,0,0,-9,COc1ccc(N2CCN(C(=O)CN(c3cccc(OC)c3)S(=O)(=O)c3ccccc3)CC2)cc1
-7,14,9.7*,-7,-8,-0.5,-1,6,9,-4,NC(Cc1ccc(C(F)(F)F)cc1)c1csc(Nc2cc(Oc3ccccc3)ncn2)n1 (configuration not stated)
3,6,0,-2,-17,0.3,1,1,0,-1,CC1CCN(CCC(=O)Nc2nccs2)CC1
-4,-7,1,-19,-14,-0.2,0,10,4,0,Cc1ccccc1-n1c(SCC(=O)N2CCN(c3ccccn3)CC2)nnc1N1CCOCC1
4,-10,-1,-1,7,-0.2,-2,17,-2,2,CC(C)(C)C1CCC(C(=O)Nc2nccs2)CC1 (configuration not stated)
2,-1,3,5,5,-0.1,3,-4,2,-5,CCOC(CNC(=O)c1ccc(N2CCc3ccccc32)c([N+](=O)[O-])c1)OCC
3,9,2,-1,5,-0.7,0,8,-2,-6,CC(C)c1ccc(CNc2c([N+](=O)[O-])c(=O)oc3ccccc23)cc1
5,4,-2,2,6,-0.2,-4,-2,0,5,COc1ccccc1NC(=O)NC(N)=O

Rewritten with each value named: two of the compounds above
Nc1[nH]c(C(=O)c2ccccc2)c(-c2c(F)cccc2F)c1C(=O)c1ccc(Cl)c(Cl)c1
  DDE Tn6 FP inh = 6 | ARFGAP1 inhibitor = -1 | PLCg1 inh = -6 | ADAM10 inh = -8 | TDP2 inh = -5 | proKLK7 act = -0.6 | ADAM17 inh = -3 | ASAP1 GAP inh = 2 | LEDGF integ inh = -3 | Tn7 DDE FP = 7

CCC1(C)Cc2ccccc2-c2nc(NCCCO)n(C)c(=O)c21 (configuration not stated)
  DDE Tn6 FP inh = -1 | ARFGAP1 inhibitor = 6 | PLCg1 inh = i | ADAM10 inh = i | TDP2 inh = -3 | proKLK7 act = -2.5 | ADAM17 inh = i | ASAP1 GAP inh = -2 | LEDGF integ inh = 0 | Tn7 DDE FP = 3

New compounds follow.
DDE Tn6 FP inh,ARFGAP1 inhibitor,PLCg1 inh,ADAM10 inh,TDP2 inh,proKLK7 act,ADAM17 inh,ASAP1 GAP inh,LEDGF integ inh,Tn7 DDE FP,compound
-7,4,-1,1,12,-0.3,1,2,1,-5,O=C(NC1CCN(C(=O)Nc2ccc(F)cc2)CC1)c1ccc(F)cc1
4,-7,-1,8,0,-0.7,-1,-8,0,0,Cc1cccc(N2CCN(S(=O)(=O)c3cn(C)cn3)CC2)c1C
4,.,3,6,-14,0.4,2,.,7,-3,O[C@H](COc1cccc(Cl)c1)CN1CCC(C(O)(c2ccccc2)c2ccccc2)CC1
1,0,0,7,-5,0.0,-2,-3,3,1,COc1ccc(OC)c(CN2CCC(CO)(CCOc3ccccc3)CC2)c1
-14,5,12*,9,-17,0.7,8,0,5,-6,O=C(Nc1ccccc1N1CCN(C(=O)c2ccc(Cl)cc2)CC1)c1cccc(F)c1
-6,-12,3,-8,-2,-0.3,3,4,2,0,COc1ccc(-c2cc3cc(-c4cc(OC)c(OC)c(OC)c4)ccc3o2)cc1
-2,12,0,4,1,-0.2,0,-7,-1,12,CC(Sc1nnc2ccccn12)C(=O)N1CCc2ccccc2C1 (configuration not stated)
2,0,0,4,-10,-0.2,1,-2,-1,4,CCCCc1ccc(NC(=O)C2CCCC2)cc1
2,-3,-1,-12,5,0.0,1,9,1,-3,C[C@H](CO)N1C[C@H](C)[C@@H](CN(C)S(=O)(=O)c2ccc(Oc3ccccc3)nc2)OCc2cnnn2CCCC1=O
-1,13,-22,-2,1,0.4,-5,-22,1,0,CCOC(=O)C1=C(C)NC(=O)NC1c1cc(Br)c(O)c(OC)c1 (configuration not stated)
